# Wee1 degr inh = Wee1 degradation inhibitors, primary screen, cell-based, HeLa, Wee1K328M-luciferase, luminescence; Wee1-like protein kinase (Homo sapiens), P30291; HeLa Luc-Wee1K328M stability; 100% = proteasome inhibitor MG132 effect; reporter increase, % at 5 µM; 220,000 tested, 1.2% active;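 active = activation above the mean of all tested compounds plus 3 SD, set per screening run, cut at about 8.8% in these data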;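 note: cells exposed to compound for 20 h before luminescence read; 0% = DMSO alone and 100% = MG132 at 30 µM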
# RBBP9 inhibitor = human RBBP9 inhibitors, primary screen, biochemical, fluorescence polarization, FP-Rh probe, HTS; Serine hydrolase RBBP9 (Homo sapiens), O75884; inhibition, % at 7.94 µM; 220,000 tested, 0.2% active; recombinant RBBP9; AID 1515, 2009;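 active = inhibition above the campaign mean of all tested compounds plus 3 SD, cut at about 14% in these data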;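 note: plate controls were DMSO wells with RBBP9 for no effect and wells lacking RBBP9 protein for full effect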
# Target sequence (O75884 whole entry, looked up): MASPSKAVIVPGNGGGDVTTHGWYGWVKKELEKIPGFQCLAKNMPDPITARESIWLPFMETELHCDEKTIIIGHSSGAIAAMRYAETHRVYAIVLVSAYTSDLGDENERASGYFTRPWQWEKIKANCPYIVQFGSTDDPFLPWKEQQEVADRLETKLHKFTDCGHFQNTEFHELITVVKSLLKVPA
#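 Test system – recombinant human RBBP9 · Input – RBBP9 2.5 µM in dispensing solution, pre-mixing · Medium – Tris buffer pH 8.0, NaCl, Pluronic · Schedule – preincubation 30 min plus labeling 45 min at 25 °C · Measured by – fluorescence polarization · Measure – % inhibition · Controls – DMSO and no-protein wells · Replicates – one well per compound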
# CHOP inhibitor = inhibitors of CHOP promoter induction, primary screen, cell-based, unfolded protein response, luciferase reporter; CHO-K1 CHOP-promoter luciferase, tunicamycin-induced, 15-18 h; inhibition, % at 10 µM; 220,000 tested, 3.8% active;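 active = compounds that reduced the stress-induced luciferase reporter signal by more than about 70% of percent inhibition, limit read from the data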;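 note: 0% = tunicamycin plus vehicle and 100% = wells without tunicamycin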
# TRPML3 agonist = human TRPML3 channel agonists, primary screen, cell-based, HEK293 TRPML3-YFP, Fluo-8 calcium fluorescence, 3 µM. 220,000 tested, 0.29% active. Mucolipin-3 (Homo sapiens), Q8TDD5. activation, % at 3 µM. 100% = the carbachol control signal;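 active = activation above its plate's cutoff, the mean activation of the plate's test wells plus 3 SD, cut at about 12% in these data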;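 note: 0% = DMSO only wells and 100% = carbachol wells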
# Target sequence (Q8TDD5 whole entry, looked up): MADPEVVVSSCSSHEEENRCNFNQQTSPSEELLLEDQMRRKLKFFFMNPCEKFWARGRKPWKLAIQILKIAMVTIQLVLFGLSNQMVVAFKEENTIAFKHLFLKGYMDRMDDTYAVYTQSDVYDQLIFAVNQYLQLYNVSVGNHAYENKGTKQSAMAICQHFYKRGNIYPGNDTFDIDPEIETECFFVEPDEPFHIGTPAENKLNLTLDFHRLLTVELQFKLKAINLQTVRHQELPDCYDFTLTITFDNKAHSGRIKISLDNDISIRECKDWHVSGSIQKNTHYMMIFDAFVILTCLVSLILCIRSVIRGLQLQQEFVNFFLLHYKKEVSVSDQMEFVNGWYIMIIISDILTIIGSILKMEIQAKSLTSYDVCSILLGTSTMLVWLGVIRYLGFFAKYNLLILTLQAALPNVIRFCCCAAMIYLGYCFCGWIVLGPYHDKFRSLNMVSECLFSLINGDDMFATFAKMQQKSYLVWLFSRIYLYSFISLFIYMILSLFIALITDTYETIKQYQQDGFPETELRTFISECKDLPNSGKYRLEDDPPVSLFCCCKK
#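 system = HEK293 cells stably carrying human TRPML3-YFP | doses = one concentration, 3 µM nominal, 0.3% DMSO | timing = dye loading 1 h 37 °C then 30 min ambient, 125 s read | detection = Fluo-8 calcium dye fluorescence, ex 470-495, em 515-575 nm | benchmarks = high control carbachol 87 µM, low control DMSO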
# PPC-1+TRAIL kill = compounds killing PPC-1 cancer cells with TRAIL present, primary screen, TRAIL potentiator project, ATPLite luminescence, uHTS; PPC-1 cells + TRAIL, ATPLite viability luminescence; cell killing (% activity), % at 4 µM; 220,000 tested, 0.41% active; AID 1443, 2008;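 active = cell killing above 50% in the first pass at 4 µM, then a duplicate retest at 5 µM averaging 50% or more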;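 note: plate controls were cells with TRAIL plus DMSO for no effect and medium-only wells lacking cells for full effect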
# BaF3 tox = parental Ba/F3 cell viability inhibition, counter-screen for JAK2V617F inhibitor project, murine pro-B, CellTiter-Glo luminescence; CellTiter-Glo ATP luminescence; 220,000 tested, 1.1% active; inhibition, % at 5.6 µM;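 active = inhibition above a per-campaign cutoff, the mean inhibition of all tested compounds plus 3 SD, cut at about 27% in these data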;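 note: 0% = DMSO wells and 100% = JAK Inhibitor I control wells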
# Ba/F3 V617F tox = reduced viability of JAK2V617F-dependent Ba/F3 cells, primary screen, JAK2V617F inhibitor project, cell-based, Ba/F3 EpoR-JAK2V617F, luminescence. ATP luminescence. inhibition, % at 5.6 µM. 220,000 tested, 1.1% active. AID 1446, 2008;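 active = inhibition above the campaign mean plus 3 SD over all tested compounds, cut at about 24% in these data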;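 note: cytokine-independent growth of Ba/F3 cells driven by EpoR plus mutant JAK2; 0% = DMSO-treated cells and 100% = JAK inhibitor I control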
# TNF death inh = inhibitors of TNF-alpha triggered necroptosis, primary screen, cell-based, Jurkat FADD-/-, single concentration; activation (protection from cell death), % at 10 µM; AID 463075, 2010; 220,000 tested, 0.068% active; Jurkat FADD-/- TNF necroptosis rescue, ATP luminescence, 24 h; 0 = TNF only, 100 = no-TNF cells;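 active = activation, meaning protection from cell death, of at least 50% relative to plate controls; inactive = activation below 50%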;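 note: necroptosis triggered by 40 ng/mL TNF-alpha added together with compound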
# zfTRPN1 agonist = zebrafish TRPN1 channel agonists, primary screen, cell-based, HEK293, calcium fluorescence | HEK293 zebrafish TRPN1-YFP, Fluo-8 calcium fluorescence; 100% = response to 87 µM carbachol | 220,000 tested, 0.18% active | transient receptor potential cation channel N1 (TRPN1/NompC), Danio rerio | activation, % at 3 µM | AID 1424, 2008;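 active = activation above its plate's cutoff, the mean activation of test wells on that plate plus 3 SD, cut at about 19% in these data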;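 note: 0% = DMSO alone and 100% = 87 µM carbachol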
#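 Assay system: Zebrafish TRPN1-YFP in HEK293 cells | Incubation: Dye loading 1 h at 37 °C, then 30 min room temperature | Measured by: Kinetic Fluo-8 fluorescence, ex 470-495, em 515-575 nm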
# * hit, by the source's call. Random draw from the library, and some 6.8% of all compounds hit somewhere here.
SMILES,Wee1 degr inh,RBBP9 inhibitor,CHOP inhibitor,TRPML3 agonist,PPC-1+TRAIL kill,BaF3 tox,Ba/F3 V617F tox,TNF death inh,zfTRPN1 agonist
O=C(C/C(=N\NC(=O)c1ccccc1Br)C(F)(F)F)c1cccs1,2,-1,-17,0.2,18,5,-1,1.6,-0.9
COc1cc(NC(=O)Cn2nc(C(F)(F)F)c(Br)c2C)cc([N+](=O)[O-])c1,0,-10,94*,0.2,5,4,1,0.5,0.0
Cc1ccccc1CSCC(=O)c1c(N)n(C)c(=O)n(C)c1=O,0,-9,-10,-0.6,17,1,1,-1.2,-0.8
Cc1cccc(NC(=O)CN2C(=O)C(C)Oc3ccccc32)n1 (stereo not given),-2,0,-9,-0.1,20,6,7,0.7,-1.0
Cn1cnnc1SCC(=O)N1CCN(C(=O)c2ccco2)CC1,4,1,0,1.0,0,1,-2,0.5,1.3
CCOC(=O)C(C)Sc1nnc(CNC(=O)c2ccc(OC)cc2)n1C1CCCCC1 (stereo not given),-1,-6,-1,-0.5,-21,5,5,0.9,-0.4
O=[N+]([O-])c1ccc(-c2cnc(SCc3ccccc3Cl)[nH]2)cc1,0,5,36,0.0,-22,8,1,-1.4,-0.1
Cc1ccc(Nc2ccc(C(N)=O)cc2[N+](=O)[O-])cc1C,-5,-5,10,-1.5,12,10,6,-3.9,-2.6
CC(C)NC(=O)CN1CCN(c2ncccn2)CC1,1,-1,20,0.9,8,1,-4,-2.0,0.4
COCCNCC(=O)Nc1nc(C)cs1,-1,-10,13,0.4,11,6,5,0.0,0.0
Cc1c(NC(=O)CCN2C(=O)c3ccccc3C2=O)c(=O)n(-c2ccccc2)n1C,-2,0,21,1.3,14,6,3,-3.0,2.0
CCOC(=O)c1sc2nc(C)nc(SCC(N)=O)c2c1C,-2,-4,-1,0.7,15,11,4,0.9,0.0

# Brought forward from above: three entries, then new ones.
SMILES,Wee1 degr inh,RBBP9 inhibitor,CHOP inhibitor,TRPML3 agonist,PPC-1+TRAIL kill,BaF3 tox,Ba/F3 V617F tox,TNF death inh,zfTRPN1 agonist
COCCNCC(=O)Nc1nc(C)cs1,-1,-10,13,0.4,11,6,5,0.0,0.0
Cc1c(NC(=O)CCN2C(=O)c3ccccc3C2=O)c(=O)n(-c2ccccc2)n1C,-2,0,21,1.3,14,6,3,-3.0,2.0
CCOC(=O)c1sc2nc(C)nc(SCC(N)=O)c2c1C,-2,-4,-1,0.7,15,11,4,0.9,0.0
O=C1OC(Nc2ncccn2)c2ccccc21 (stereo not given),-2,1,13,0.5,1,4,-2,0.7,1.7
COC(=O)c1ccc(C2C(C(=O)Nc3ccccc3C)=C(C)Nc3ncnn32)cc1 (stereo not given),0,9,-5,0.5,-14,-4,-4,0.5,-0.8
O=C(Nc1ccc2oc(-c3ccc(Cl)c(Cl)c3)nc2c1)c1ncn[nH]1,8,-2,31,0.5,7,9,4,-9.4,0.7
COc1cc(CNCCNC(=O)c2cccs2)cc(OC)c1OC,0,-1,0,0.1,-4,9,1,-0.3,0.8
COc1ccc(-c2cc3nc(C)c(CCC(=O)N4CCN(c5ccccn5)CC4)c(C)n3n2)c(OC)c1,-3,-3,27,0.1,11,0,-5,1.5,-2.0
COc1cccc(NC(=O)Nc2ccncc2)c1,-2,-6,-4,1.0,16,11,5,-0.2,0.9
CCOC(=O)c1cn2nc(Oc3cccc(C(F)(F)F)c3)ccc2n1,0,-9,1,-0.7,9,0,1,1.5,-1.7
O=C1CCCC/C1=N\Nc1ccc(C2CCCCC2)cc1,6,-4,-34,-0.9,-16,1,-4,1.2,-0.6
O=C(Oc1c(Cl)cc(Cl)c2cccnc12)c1ccco1,1,6,43,1.0,21,3,0,-8.9,4.8
Cc1ccc(NC(=S)NNC(C)(C)C)cc1,2,5,-2,-0.2,12,-1,5,-1.3,0.5
CCOC(=O)N1CCN(c2cc(NCCO)c([N+](=O)[O-])c3nonc23)CC1,5,-6,17,0.4,3,2,-3,0.9,0.6
C/C(CC(=O)Nc1cccnc1)=N\NC(=O)C(C)Oc1ccc(Cl)cc1Cl (stereo not given),6,-7,16,0.5,-5,1,-2,0.6,-2.4
COc1ccc(-c2cc(C(F)(F)F)nc(SCC(=O)Nc3ccc4c(c3)OCO4)n2)cc1OC,-2,0,22,0.4,-13,7,3,-0.2,-0.5
O=C(CSc1nnc(Cc2cc(=O)[nH]c(=O)[nH]2)n1-c1ccccc1)N1CCCC1,-2,0,16,0.6,0,0,-4,0.6,-0.4
CCOc1ccc2nc(SCC(=O)N3c4ccccc4Sc4ccccc43)sc2c1,-2,1,19,1.5,26,2,-2,0.9,1.1
CCOc1ccccc1OCC(=O)O,1,-7,32,1.4,5,2,-4,0.6,-0.5
CC(C)(C)OC(=O)NC(CCNC=C1C(=O)OC(C)(C)OC1=O)C(=O)O (stereo not given),-1,3,8,1.1,18,-1,-1,-0.4,-0.5
O=C(O)CN(Cc1ccccc1)S(=O)(=O)c1ccc(F)cc1,2,-7,-3,0.9,5,6,-2,0.3,0.1
COC(=O)CCC(=O)Nc1cc(Cl)cc(Cl)c1,-3,5,4,-0.5,16,-2,-5,0.4,-0.7
CCN1CCCC(OC(=O)Nc2ccccc2)C1 (stereo not given),-3,-5,17,1.2,10,5,-1,-2.3,0.1
CC(C)(C)NC(=O)CN(C(=O)Cn1nnc(-c2ccccc2F)n1)c1cccc2c1CCCC2,0,-8,24,-0.1,18,8,7,-5.5,-1.9
O=C(NC1CCCCC1)C(c1ccc(Cl)cc1)N(C(=O)c1cnccn1)c1ccc2c(c1)OCO2 (stereo not given),1,-10,9,0.4,14,1,-2,-1.5,0.0
Nc1ccc(C(=O)C(=O)c2ccc(N)cc2)cc1,1,0,0,0.3,-1,-1,1,5.5,2.6
COc1ccccc1CNc1cc(C)ccc1C,9.5*,-8,66,-0.9,10,5,-1,-2.0,-0.7
O=C(COc1ccccc1Cl)Nc1cc(Cl)ccc1Oc1ccccc1,-3,-6,-8,0.3,-7,3,-4,-0.9,0.5
Cn1c(=O)c2[nH]c(CN(Cc3ccccc3)Cc3ccccc3)nc2n(C)c1=O,-2,-8,29,0.5,16,2,-2,-7.9,0.0
COc1ccc(C[C@H]2CN3C(=NC[C@@H]3Cc3ccccc3)N2CCNC(=O)CCC2CCCCC2)cc1,0,-12,-5,-0.4,7,2,0,-7.7,-1.9
CCc1c(C)c(C#N)c2nc3ccccc3n2c1NCC1CCCO1 (stereo not given),0,-5,4,0.0,-1,9,4,-0.7,-2.0
CS(=O)c1ccccc1COC(=O)Nc1cccc(Cl)c1 (stereo not given),3,-3,41,0.2,-10,5,2,-0.5,-0.3
CC[n+]1c(S(=O)(=O)[O-])ccc2ccc(C)cc21,-1,-5,9,-0.7,21,5,-1,-1.7,-1.1
Cc1ccccc1CNC(=O)Cc1cccs1,0,-8,-8,-0.2,23,6,0,2.1,-0.6
C(/C=C/C=C/Nc1ccccc1)=Nc1ccccc1,5,-1,-24,1.9,16,3,2,-0.3,-2.0
O=C(NCCN1CCOCC1)c1cn(-c2ccccc2)nc1-c1cccs1,3,-3,17,0.2,-21,6,1,-0.8,-0.3
CCOC(CNC(=O)Cc1c(C)nc2c(-c3ccccc3)c(C)nn2c1C)OCC,-3,-7,-10,0.7,16,6,5,-0.5,-1.4
Cn1c(Cn2c(=O)sc3ccccc32)nnc1SCC(=O)NCCc1ccccc1,2,-3,20,0.1,1,7,1,0.5,-1.3
CC(=O)Nc1sc(NC(=O)c2ccc(Cl)cc2)nc1-c1cccs1,0,-8,68,0.5,8,5,2,-0.9,-1.0
COc1ccc(NC(=O)C2CC(=O)OC2(C)C)cc1 (stereo not given),-2,-4,16,0.4,24,3,-3,-1.1,-0.6
Cc1ccc(-c2n[nH]c(=S)c3ccccc23)cc1,0,2,48,0.1,19,3,-1,-1.2,-2.9
Cc1ccc2nc(SCn3nnc4ccccc4c3=O)[nH]c2c1,0,0,-3,-0.2,7,0,-2,2.0,-1.9
CCCS(=O)(=O)N1CCc2cc(OC)c(OC)cc2C1,2,7,12,1.0,-5,3,0,-0.4,1.1
CCOCCCNC(=O)CN1C(=O)CSc2cc(S(=O)(=O)N3CCCCCC3)ccc21,-1,2,2,0.4,0,9,0,-1.2,-1.0
CCOC(=O)C(C(=O)OCC)C(C[N+](=O)[O-])c1ccccc1 (stereo not given),0,-7,-11,0.1,4,1,0,-0.6,-1.3
O=C(COc1cccnc1[N+](=O)[O-])Nc1ccc2c(c1)OCO2,4,-4,19,0.9,37,3,0,0.7,0.3
O=C(Nc1cccc(C(=O)O)c1)/C(=C\c1ccc2c(c1)OCO2)NC(=O)c1ccco1,-5,1,-3,-0.6,6,9,0,-0.5,-0.2
COc1ccccc1-c1cc2nc(C)cc(C)n2n1,1,4,-28,0.1,3,-4,5,-1.3,-0.5
COc1ccccc1NC(=O)c1cccnc1,4,-4,-7,1.4,19,9,-1,-0.6,1.2
O=S1(=O)N=C(Nc2ccc(O)c(CN3CCCCC3)c2)c2ccccc21,-3,1,32,0.5,4,3,-1,1.5,0.2
CCOC(=O)Cn1c(=O)oc2cc(S(=O)(=O)NCC3CCCO3)ccc21 (stereo not given),0,-1,23,1.2,12,5,0,0.1,1.0
CC(C)CCN1CCN(Cc2ccc(N3CCNC3=O)cc2)CC1CCO (stereo not given),2,5,-6,0.8,0,9,-1,0.2,0.4
CCCCCCCCNC(=O)c1cnsn1,0,-4,7,0.8,8,9,5,-1.0,1.1
Cc1cc(C)c(S(=O)(=O)c2ccccc2)c(OC(=O)c2c(F)cccc2F)n1,-1,-3,66,0.5,12,6,-2,0.9,0.4

# Limited to Wee1 degr inh, for some of the entries so far:
SMILES,Wee1 degr inh
CCOC(=O)Cn1c(=O)oc2cc(S(=O)(=O)NCC3CCCO3)ccc21 (stereo not given),0
O=C(COc1cccnc1[N+](=O)[O-])Nc1ccc2c(c1)OCO2,4
